# IMP-1 inh – inhibitors of Pseudomonas aeruginosa IMP-1 metallo-beta-lactamase | inhibition, % at 5.6 µM | purified IMP-1, nitrocefin hydrolysis, epi-absorbance fluorescence | hit rate 0.45% among 290,000;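 active = inhibition above the mean plus 3 SD of all compounds in the same screening run, cut at about 4.5% in these data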;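 note: 0% = IMP-1 with DMSO and 100% = DMSO wells lacking enzyme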
#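 assay system = purified recombinant IMP-1 metallo-beta-lactamase enzyme | schedule = 15 min preincubation plus 25 min reaction at 25 °C | signal = Epi-absorbance fluorescence, 480 nm excitation, 530 nm emission | read-out basis = percent inhibition from optical density relative to buffer-blank wells | controls = IMP-1 with DMSO as 0%, enzyme-free DMSO as 100%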
# NS3 helicase inh – HCV NS3 helicase inhibition. inhibition, % at 10.9 µM. NS3 helicase DNA unwinding, Cy5 molecular beacon fluorescence. hit rate 0.56% among 290,000;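 active = inhibition above the mean of all tested compounds plus 3 SD, set per campaign, cut at about 35% in these data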;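 note: 0% = DMSO wells and 100% = thioflavine S control wells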
#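 System: Hepatitis C virus NS3 helicase domain fragment enzyme | Reagent: Annealed dual-labelled DNA beacon duplex, ATP-started | Compound dosing: 10.9 µM single point, 0.8% DMSO | Incubation: 1 h reaction at 25 °C, ATP-initiated | Technique: Cy5 fluorescence | Evaluation: Percent inhibition from t60/t0 fluorescence ratio | Benchmarks: Low DMSO, high thioflavine S at 110 µM | Replication: Singlicate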
# SUMO HTRF inh – inhibitors of human SUMOylation (UBC9); P63279; HTRF SUMOylation assay, SAE1/SAE2 + UBC9, in vitro; inhibition, % at 35 µM; hit rate 0.36% among 290,000; AID 2006; in the data active = inhibition above about 50%, passing the limit was not always enough; note: strong numbers were not always called active
# VIM-2 inh – blocks Pseudomonas aeruginosa VIM-2 metallo-beta-lactamase | purified VIM-2, nitrocefin hydrolysis, epi-absorbance fluorescence | inhibition, % at 5.6 µM | hit rate 0.89% among 290,000 | AID 1527;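 active = inhibition above the mean of all tested compounds plus 3 SD, cutoff set per screening run, cut at about 7.5% in these data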;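 note: red hydrolysis product quenches plate fluorescence so inhibitors raise well fluorescence; 0% = enzyme with DMSO and 100% = DMSO without enzyme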
# MEKK3 PB1 HTS – modulators (inhibitors or enhancers) of MEK5 binding to human MEKK3 PB1 domain; Q99759; bead-based flow cytometry, Alexa488-MEK5 binding to MEKK3; actives lie on both sides; 0 = blocked by unlabeled MEK5, 100 = vehicle; binding response (% of control), % at 10 µM; hit rate 1.4% among 290,000;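 active = binding response more than 3 SD above or below the average of its plate-row segment, actives on both sides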;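 note: Alexa488 bead fluorescence after subtracting the streptavidin-only scavenger bead signal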
# IDE cell activ – boosts human insulin-degrading enzyme activity in HEK cells; P14735; FAbeta-B cleavage, fluorescence polarization; 0% vehicle, 100% cell-free pure enzyme wells; activation, % at 5.96 µM; hit rate 0.073% among 340,000;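 active = activation above the mean of all tested compounds plus 3 SD, set per screening campaign, cut at about 17% in these data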
# Target sequence (P14735 whole entry, looked up): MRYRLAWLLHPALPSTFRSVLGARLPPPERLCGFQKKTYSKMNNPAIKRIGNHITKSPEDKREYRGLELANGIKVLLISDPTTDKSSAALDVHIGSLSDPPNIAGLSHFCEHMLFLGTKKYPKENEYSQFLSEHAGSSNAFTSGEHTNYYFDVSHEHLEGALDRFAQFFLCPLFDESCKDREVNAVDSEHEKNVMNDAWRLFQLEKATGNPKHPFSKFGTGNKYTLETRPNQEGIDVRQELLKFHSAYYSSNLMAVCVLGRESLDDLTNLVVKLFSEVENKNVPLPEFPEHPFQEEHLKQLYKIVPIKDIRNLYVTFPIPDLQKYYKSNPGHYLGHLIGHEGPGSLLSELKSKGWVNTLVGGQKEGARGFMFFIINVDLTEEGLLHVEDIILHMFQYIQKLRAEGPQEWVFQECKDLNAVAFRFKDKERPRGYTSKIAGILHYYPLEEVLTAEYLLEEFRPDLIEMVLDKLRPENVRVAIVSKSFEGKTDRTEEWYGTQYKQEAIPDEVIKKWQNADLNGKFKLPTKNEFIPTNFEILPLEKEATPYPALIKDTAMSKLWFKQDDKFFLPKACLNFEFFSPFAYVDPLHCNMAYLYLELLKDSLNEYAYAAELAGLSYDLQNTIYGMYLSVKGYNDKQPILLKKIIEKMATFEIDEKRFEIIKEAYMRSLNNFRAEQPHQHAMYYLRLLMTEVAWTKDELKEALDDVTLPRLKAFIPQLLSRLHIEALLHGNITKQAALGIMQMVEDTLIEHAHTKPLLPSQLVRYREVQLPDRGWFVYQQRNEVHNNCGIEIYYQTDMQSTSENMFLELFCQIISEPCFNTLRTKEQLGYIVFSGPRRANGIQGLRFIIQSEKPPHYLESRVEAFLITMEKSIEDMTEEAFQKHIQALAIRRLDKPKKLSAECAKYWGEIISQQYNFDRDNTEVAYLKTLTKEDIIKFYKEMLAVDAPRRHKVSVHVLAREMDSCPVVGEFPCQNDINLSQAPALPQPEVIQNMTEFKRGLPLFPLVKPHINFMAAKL
# p-CIP stab down – compounds decreasing mouse p/CIP protein stability; Q05BA5; decrease of EGFP signal, % at 10 µM; AID 1984; F442A p/CIP-EGFP cells, EGFP fluorescence, 16 h; hit rate 0.01% among 290,000;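 active = EGFP signal decrease of at least 30% at 10 µM or well 3 SD below plate mean, unless failing retest; inactive = the rest, including hits failing retest or dose response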; note: some compounds called inactive have numbers as strong as hits; many of its hits are not listed in these tables
# DNA FID counter – counter-screen for HCV NS3 helicase inhibitors: DNA intercalator displacement. inhibition, % at 7.9 µM. DNA fluorescent intercalator displacement, fluorescence. AID 1845. hit rate 0.17% among 290,000; in the data active = inhibition above about 37%;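 note: 0% = vehicle and 100% = reference compound; higher means more ethidium bromide displaced from hairpin DNA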
# PHOSPHO1 block – inhibitors of human PHOSPHO1 phosphatase | hit rate 1.1% among 290,000 | recombinant PHOSPHO1, absorbance phosphatase assay | Q8TCT1 | inhibition, % at 13.3 µM; in the data active = inhibition above about 60%
# Numbers without * were called inactive; nt = not tested or not shown. An excerpt; the hit share may differ from the screen's.
SMILES,IMP-1 inh,NS3 helicase inh,SUMO HTRF inh,VIM-2 inh,MEKK3 PB1 HTS,IDE cell activ,p-CIP stab down,DNA FID counter,PHOSPHO1 block
O=S(=O)(c1cccc(F)c1)N1CCC(CO)(Cc2cccc(F)c2)CC1,-1.5,1,-6,-2.4,96,2,3,-18,47
O=C(Oc1c(-c2ccccc2Cl)oc2ccccc2c1=O)c1ccc(Cl)cc1,-4.5,-8,2,0.0,99,0,-6,-11,10
Cc1cc(=O)n2c(C(=O)Nc3ccc(C(=O)OC(C)C)cc3)c(C(=O)Nc3ccccc3)sc2n1,-0.9,-3,21,-1.6,100,-2,-2,-2,-21
CN(CCCN1CCOCC1)C(=O)c1cc(COc2ccc(F)cc2F)on1,-2.2,2,7,-2.0,97,-1,-2,2,19
Cc1cc(C)n(CCNS(=O)(=O)c2ccccc2)n1,-2.5,-3,15,0.6,102,7,-11,-7,18
CC(C)CNc1c(N)c(=O)oc2ccccc12,-4.7,1,6,-4.6,101,2,-4,-11,30
C/C(Cc1ccccc1)=N\NC(=O)CNC(=O)COc1ccccc1,-0.4,8,4,-3.8,94,1,-9,-19,32
C=CCN(CC=C)CCCOc1ccccc1C(=O)OC,0.8,0,12,0.6,102,1,-6,5,38
Fc1ccc(-c2nnsc2Sc2ccccn2)cc1,-2.1,-2,-48,-2.3,109,2,0,-2,24
Clc1cccc2sc(N3CCCC3)nc12,-1.1,3,0,-2.8,86,4,1,-2,4
COc1cc(C)nc(NC(=O)NC(=O)c2ccc(C(F)(F)F)cc2)n1,-0.6,-2,5,0.5,101,5,-21,-21,24
CCC(=O)Nc1c(-c2ccccc2Cl)c(=O)c2ccccc2n1CC,-3.4,1,4,-3.1,108,2,-17,-6,nt
Cc1ccc2nc(C)c3c(c2c1)COC3,-1.4,9,-20,-0.2,106,1,1,2,-3
O=[N+]([O-])c1ccc(Oc2c(F)c(F)nc(N3CCCC3)c2F)cc1,-5.4,1,-2,-3.7,nt,5,-7,-3,7
CC(C)(C)NC(=O)NC(=O)CSc1n[nH]c(-c2ccccc2Br)n1,-1.1,-1,9,-0.9,103,1,2,-21,63*
CN1CCN(C2=NC3(CCCC3)C(C#N)C(=O)N2)CC1 (stereo not given),-4.0,6,26,-5.7,101,3,-3,0,0
CCCCNS(=O)(=O)c1ccc(NC(=O)C2c3ccccc3Oc3ccccc32)cc1,-5.0,-12,20,-2.1,102,0,-1,-5,-9
Cc1cccc(NC(=O)c2ccccc2OCC(=O)N2CCCC2)c1C,-1.5,40*,1,-2.5,102,nt,-11,-21,46
CCOC(=O)/C(C#N)=C1\CCCN1CC(N)=S,0.9,11,-1,0.5,89,1,-17,0,-6
CC1CN(Cc2ccccc2Cl)CC(C)O1 (stereo not given),-1.0,-1,0,-1.7,100,2,1,3,2

# Arranged by the number under SUMO HTRF inh (largest number first): 3 of the compounds above.
structure	IMP-1 inh	NS3 helicase inh	SUMO HTRF inh	VIM-2 inh	MEKK3 PB1 HTS	IDE cell activ	p-CIP stab down	PHOSPHO1 block
COc1cc(C)nc(NC(=O)NC(=O)c2ccc(C(F)(F)F)cc2)n1	-0.6	-2	5	0.5	101	5	-21	24
CCOC(=O)/C(C#N)=C1\CCCN1CC(N)=S	0.9	11	-1	0.5	89	1	-17	-6
O=S(=O)(c1cccc(F)c1)N1CCC(CO)(Cc2cccc(F)c2)CC1	-1.5	1	-6	-2.4	96	2	3	47

# Given with values under each structure: entries from further up
# Order of values – IMP-1 inh, NS3 helicase inh, SUMO HTRF inh, VIM-2 inh, MEKK3 PB1 HTS, IDE cell activ, p-CIP stab down, DNA FID counter, PHOSPHO1 block
Cc1cc(C)n(CCNS(=O)(=O)c2ccccc2)n1
  -2.5, -3, 15, 0.6, 102, 7, -11, -7, 18
CC(C)CNc1c(N)c(=O)oc2ccccc12
  -4.7, 1, 6, -4.6, 101, 2, -4, -11, 30
C/C(Cc1ccccc1)=N\NC(=O)CNC(=O)COc1ccccc1
  -0.4, 8, 4, -3.8, 94, 1, -9, -19, 32

# (cont.)
SMILES,IMP-1 inh,NS3 helicase inh,SUMO HTRF inh,VIM-2 inh,MEKK3 PB1 HTS,IDE cell activ,p-CIP stab down,DNA FID counter,PHOSPHO1 block
CC(=O)c1ccc(N2CCN(c3ncccn3)CC2)c([N+](=O)[O-])c1,0.6,7,-16,0.3,96,0,-5,-13,45
Cn1c(CSc2nc3ccccc3s2)nnc1SCC(=O)NCCCN1CCOCC1,-3.1,-6,-3,-1.5,106,1,5,6,10
C#CCNC(=O)C1=C[C@H](C2CCCCC2)[C@@H](CCCO)[C@H](OCC)O1,-2.0,2,0,-1.1,99,2,2,-28,32
Cc1cc2c(cc1S(=O)(=O)CCC(=O)NC1CCC(C)CC1)OCC(=O)N2 (stereo not given),-3.3,2,-7,-3.3,99,-4,-7,-6,20
Cc1ccc(/C=C(/NC(=O)c2ccccc2)C(=O)NCCc2c[nH]c3ccccc23)o1,0.1,7,14,-3.0,104,-3,-7,-13,35
CC(=O)Nc1ccc(S(=O)(=O)N(C)CC(=O)OCC(=O)Nc2ccc3c(c2)OCO3)cc1,-1.7,-2,16,-1.2,99,6,2,-5,11
COC(=O)c1ccc(Oc2ccc3nncn3n2)cc1,-1.1,-2,1,-0.1,101,-1,-2,-2,-32
COc1ccc(NC(=O)CN(C)S(=O)(=O)c2ccc3c(c2)CCC(=O)N3)c(OC)c1,-1.5,-5,0,-1.7,103,0,2,-11,-12
N[C@@H](Cc1cc(I)c(O)c(I)c1)C(=O)O,0.2,-4,-7,-3.1,92,7,3,-2,6
CCOC(=O)/C(C#N)=N/Nc1ccccc1OC,-3.8,-8,11,-3.7,95,-1,-8,1,3
COc1ccc(C(=O)NCC(=O)OCc2ccc([N+](=O)[O-])cc2)cc1,-2.0,-9,11,0.0,103,0,-14,3,37
CSC1=NCCN1C(=O)c1ccc(Br)o1,2.5,3,15,0.1,106,5,-6,0,5
COCCCN(C(=S)Nc1ccc(C)cc1Cl)C(C)c1ccncc1 (stereo not given),-3.2,-7,-2,-3.7,99,-2,-9,-2,2
O=C(Cn1[nH]c(=O)c2ccccc2c1=O)OCC(=O)N1CCCc2ccccc21,-4.0,0,15,-5.0,99,1,9,-29,-56
C(=N\N1CCN(C(c2ccccc2)c2ccccc2)CC1)/c1ccc2c(c1)OCO2,-4.7,-5,-8,-5.2,99,2,-3,-2,37
Cc1nn(-c2ccccc2)c(Cl)c1/C=C1\N=C(c2ccccc2)OC1=O,-3.0,-3,nt,-1.4,nt,nt,nt,-13,nt
CCC(=O)Nc1cc(C(C)C)c(O)cc1C,-4.0,4,17,-1.1,96,-1,-4,0,-65
C/C(=N\N=C(/N)SC1CC(=O)N(c2ccc(Cl)c(Cl)c2)C1=O)c1cccs1 (stereo not given),-3.0,0,4,-0.4,109,10,-4,9,23
O=C1c2ccccc2S(=O)(=O)N1CCS(=O)(=O)c1ccc(F)cc1,-3.9,-8,-4,-1.6,97,5,-8,-10,7
Cc1c(C)n(C(=O)CSc2nccn2C)c2ccccc12,-0.9,-5,9,-1.7,108,-2,-22,7,61*
Nc1c(NCc2ccccc2)c2ccccc2oc1=O,-5.8,-5,27,-1.2,98,-3,-3,-3,2
O=C(Nc1ccc(F)c(Cl)c1)c1nsc(Cl)c1Cl,-4.0,4,-10,-4.7,100,3,1,2,-1
Cc1ccc(C2CC(c3cccs3)=NN2C(=O)c2ccco2)o1 (stereo not given),-0.2,-7,6,-0.1,77,2,7,-22,41
O=C(COc1ccc(F)cc1)Nc1nnc(C2CCCCC2)s1,-1.7,0,3,-2.3,104,1,13,-11,38
COc1cc(OC)cc(C(=O)N[C@H](C(=O)Nc2nc3c(s2)CCCC3)C(C)C)c1,-4.0,-13,4,-7.3,98,3,-15,-29,-10
CCOC(=O)COc1cccc2c(=O)n(CC(=O)N3CCCCC3)ccc12,-2.6,15,-2,-1.5,120,0,-10,-20,51
CCSc1ccc2nnc(-c3ccc(F)cc3)n2n1,-2.1,25,20,14*,83,6,2,-26,-2
O=C(Nc1ccccc1Cl)C1CCN(Cc2cnn(-c3ccccc3)c2-n2cccc2)CC1,-0.8,-9,-10,-2.3,100,-1,-14,6,17
CCOC(=O)N1CCC(NC(=O)CC2C(=O)NCCN2Cc2cccc(F)c2F)CC1 (stereo not given),-1.5,5,0,-3.6,102,4,5,-15,18
COc1ccccc1CN1CC(C(=O)NCc2cc(C)on2)CCC1=O (stereo not given),-1.4,-6,-3,-1.0,105,1,8,-6,-1
O=C(NCc1ccncc1)C(=O)N/N=C/c1ccccc1OCc1ccccc1,-4.1,0,26,-4.0,103,0,10,-11,-10
Cc1ccc(CNC(=O)CCSCc2ccccc2F)cc1,-6.5,-7,5,-3.9,105,8,-2,-26,1
Cc1[nH]n(C(N)=S)c(=O)c1N=Nc1ccc(Cl)cc1Cl,-3.1,45*,-14,-3.2,102,4,6,-21,16
Cc1cccc(CSc2ccc(-c3cccs3)nn2)c1,-3.5,0,-23,2.1,107,4,3,-9,2
O=C(NCCc1cccs1)C(c1ccccc1)c1ccccc1,-3.3,17,10,-1.8,111,4,-15,-21,30
CCOC(=O)C1CCN(Cc2cccc(Oc3ccc(Cl)cc3)c2)CC1,-2.0,-22,-5,-2.1,107,0,-1,12,36
Cc1ccc(S(=O)(=O)N(CC(=O)NCc2ccncc2)C2CCCCC2)cc1,-0.9,-5,9,0.3,99,-7,3,-16,13
Cc1ccnc(SCC(N)=O)n1,-2.4,-3,-9,-2.3,107,1,3,-1,-18

# As a short view, part of the list above.
SMILES,IMP-1 inh,NS3 helicase inh,SUMO HTRF inh,VIM-2 inh,MEKK3 PB1 HTS,IDE cell activ,p-CIP stab down,DNA FID counter,PHOSPHO1 block
Nc1c(NCc2ccccc2)c2ccccc2oc1=O,-5.8,-5,27,-1.2,98,-3,-3,-3,2
O=C(Nc1ccc(F)c(Cl)c1)c1nsc(Cl)c1Cl,-4.0,4,-10,-4.7,100,3,1,2,-1
Cc1ccc(C2CC(c3cccs3)=NN2C(=O)c2ccco2)o1 (stereo not given),-0.2,-7,6,-0.1,77,2,7,-22,41
